Compound activity (PubChem)
Ba/F3 V617F tox – lowers viability of Ba/F3 cells expressing EpoR and JAK2V617F; AID 1446; 220,000 tested, 1.1% active; ATP luminescence; inhibition, % at 5.6 µM;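 active = inhibition above the campaign mean plus 3 SD over all tested compounds, cut at about 24% in these data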;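 note: cytokine-independent growth of Ba/F3 cells driven by EpoR plus mutant JAK2; 0% = DMSO-treated cells and 100% = JAK inhibitor I control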
TRPML3 ag – agonists of human TRPML3 channel; Q8TDD5; HEK293 TRPML3-YFP, Fluo-8 calcium fluorescence; 100% = the carbachol control signal; activation, % at 3 µM; 220,000 tested, 0.29% active; AID 1448;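 active = activation above its plate's cutoff, the mean activation of the plate's test wells plus 3 SD, cut at about 12% in these data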;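 note: 0% = DMSO only wells and 100% = carbachol wells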
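Test system: HEK293 cells stably carrying human TRPML3-YFP; Doses: single dose, 3 µM final nominal compound, 0.3% DMSO final; Schedule: dye loading 1 h 37 °C then 30 min ambient, 125 s read; Technique: Fluo-8 calcium fluorescence; Benchmarks: high control carbachol 87 µM, low control DMSO.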
CHOP inh – CHOP inhibition in unfolded protein response. inhibition, % at 10 µM. AID 2732. 220,000 tested, 3.8% active. CHO-K1 CHOP-promoter luciferase, tunicamycin-induced, 15-18 h;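 active = compounds that reduced the stress-induced luciferase reporter signal by more than about 70% of percent inhibition, limit read from the data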;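 note: 0% = tunicamycin plus vehicle and 100% = wells without tunicamycin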
zfTRPN1 agonist – agonists of zebrafish TRPN1 channel; HEK293 zebrafish TRPN1-YFP, Fluo-8 calcium fluorescence; 100% = response to 87 µM carbachol; activation, % at 3 µM; 220,000 tested, 0.18% active; AID 1424;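 active = activation above its plate's cutoff, the mean activation of test wells on that plate plus 3 SD, cut at about 19% in these data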;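 note: 0% = DMSO alone and 100% = 87 µM carbachol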
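Material – zebrafish TRPN1-YFP in HEK293 cells · Doses – 3 µM single point · Schedule – dye 1 h 37 °C plus 30 min RT · Signal – Fluo-8 calcium fluorescence, excitation 470-495 nm, emission 515-575 nm · Read-out – % activation versus carbachol response · Control set – carbachol high, DMSO low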
Wee1 stabilizer – inhibitors of human Wee1 degradation; AID 1321; HeLa Luc-Wee1K328M stability, luciferase luminescence; 100% = proteasome inhibitor MG132 effect; reporter increase, % at 5 µM; P30291; 220,000 tested, 1.2% active;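 active = activation above the mean of all tested compounds plus 3 SD, set per screening run, cut at about 8.8% in these data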;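 note: cells exposed to compound for 20 h before luminescence read; 0% = DMSO alone and 100% = MG132 at 30 µM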
Target sequence (P30291 whole entry K328M): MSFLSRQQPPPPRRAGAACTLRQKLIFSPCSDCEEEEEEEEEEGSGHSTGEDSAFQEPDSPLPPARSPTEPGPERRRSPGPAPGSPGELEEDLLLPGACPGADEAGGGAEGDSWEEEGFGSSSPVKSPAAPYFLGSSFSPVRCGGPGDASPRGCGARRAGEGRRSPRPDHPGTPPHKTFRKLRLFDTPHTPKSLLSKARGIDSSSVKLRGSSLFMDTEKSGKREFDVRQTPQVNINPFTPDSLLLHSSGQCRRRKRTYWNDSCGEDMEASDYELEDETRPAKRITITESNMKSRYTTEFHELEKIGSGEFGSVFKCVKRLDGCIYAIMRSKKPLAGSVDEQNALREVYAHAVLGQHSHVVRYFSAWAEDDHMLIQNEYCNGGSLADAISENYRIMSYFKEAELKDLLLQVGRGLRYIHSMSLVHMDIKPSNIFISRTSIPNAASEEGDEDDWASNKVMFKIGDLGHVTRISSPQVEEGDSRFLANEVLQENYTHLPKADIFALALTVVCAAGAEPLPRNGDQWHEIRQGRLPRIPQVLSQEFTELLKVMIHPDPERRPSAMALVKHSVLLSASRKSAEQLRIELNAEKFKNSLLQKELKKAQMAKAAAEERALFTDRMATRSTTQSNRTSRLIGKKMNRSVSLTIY
BaF3 tox – parental Ba/F3 viability inhibition as JAK2V617F counter-screen; CellTiter-Glo ATP luminescence; inhibition, % at 5.6 µM; 220,000 tested, 1.1% active; AID 1486;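 active = inhibition above a per-campaign cutoff, the mean inhibition of all tested compounds plus 3 SD, cut at about 27% in these data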;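 note: 0% = DMSO wells and 100% = JAK Inhibitor I control wells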
TNF death inh – TNF-alpha cell death inhibition in Jurkat FADD-/- cells. AID 463075. activation (protection from cell death), % at 10 µM. Jurkat FADD-/- TNF necroptosis rescue, ATP luminescence, 24 h; 0 = TNF only, 100 = no-TNF cells. 220,000 tested, 0.068% active;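 active = activation, meaning protection from cell death, of at least 50% relative to plate controls; inactive = activation below 50%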;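 note: necroptosis triggered by 40 ng/mL TNF-alpha added together with compound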
RBBP9 inh – blocks human serine hydrolase RBBP9; O75884; recombinant RBBP9, FP-Rh probe fluorescence polarization; inhibition, % at 7.94 µM; 220,000 tested, 0.2% active;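 active = inhibition above the campaign mean of all tested compounds plus 3 SD, cut at about 14% in these data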;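 note: plate controls were DMSO wells with RBBP9 for no effect and wells lacking RBBP9 protein for full effect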
Target sequence (O75884 whole entry, looked up): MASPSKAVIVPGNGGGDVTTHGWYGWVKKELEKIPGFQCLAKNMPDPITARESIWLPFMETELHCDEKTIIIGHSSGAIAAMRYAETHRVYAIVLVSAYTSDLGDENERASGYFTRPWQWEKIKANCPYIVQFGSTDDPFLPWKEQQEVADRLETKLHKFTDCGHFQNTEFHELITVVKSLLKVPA
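Material: RBBP9 protein. Amount: RBBP9 at 2.5 µM in dispensed solution, before mixing. Schedule: 30 min then 45 min, 25 °C. Medium: Tris buffer pH 8.0, NaCl, Pluronic. Measured by: fluorescence polarization. Measure: percent inhibition from mP, scaled between DMSO and no-protein wells. Replication: one well per compound.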
PPC-1+TRAIL kill – compounds killing PPC-1 cancer cells with TRAIL present (potentiator screen, no TRAIL-free arm); PPC-1 cells + TRAIL, ATPLite viability luminescence; cell killing (% activity), % at 4 µM; 220,000 tested, 0.41% active;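 active = cell killing above 50% in the first pass at 4 µM, then a duplicate retest at 5 µM averaging 50% or more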;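 note: plate controls were cells with TRAIL plus DMSO for no effect and medium-only wells lacking cells for full effect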
* marks the source's active call; other numbers are inactive results; . = not tested or not shown; [ ] = remark or other dose.

SMILES	Ba/F3 V617F tox	TRPML3 ag	CHOP inh	zfTRPN1 agonist	Wee1 stabilizer	BaF3 tox	TNF death inh	RBBP9 inh	PPC-1+TRAIL kill
O=S1(=O)CC2SC(=S)N(c3ccccc3)C2C1 (configuration not stated)	-5	0.2	0	0.0	0	4	4.3	-1	10
COc1cc(OC)cc(C(=O)NC(=S)NNC(=O)[C@H]2C[C@@H]2c2ccccc2)c1	-4	19*	8	34*	1	0	-1.1	-7	4
Cn1nnnc1SCc1ccc(C(=O)Nc2nccs2)cc1	2	0.6	41	2.5	4	2	43	-1	12
COc1ccc(-n2nc([N+](=O)[O-])c(=NCc3ccc4c(c3)OCO4)n2O)cc1	4	0.3	-30	-0.6	4	8	-0.8	-2	2
CCC(C(=O)Nc1ccncc1)c1ccccc1 (configuration not stated)	-2	1.1	34	5.1	1	6	1.1	1	-5
Cc1ccc(OCCN2CCN(C(=O)CCC(=O)Nc3nnc(CC(C)C)s3)CC2)cc1	-3	1.9	36	6.6	0	3	-12	-10	-8
O=C(COC(=O)c1ccc([N+](=O)[O-])o1)Nc1cccc(S(=O)(=O)N2CCOCC2)c1	0	0.4	21	-1.1	2	3	2.1	-7	9
CCOC(=O)c1cc(-c2ccccc2)sc1NC(=O)C(C)OC(=O)c1cccnc1Cl (configuration not stated)	-2	0.9	11	0.9	-2	3	-0.1	-2	-4
CC(C)Sc1nc2c(c(=O)n(C)c(=O)n2C)n1C	1	0.2	42	0.8	0	5	-2.4	-6	-2
O=C(COc1ccc(/C=N/NS(=O)(=O)c2ccccc2)cc1)Nc1ccccc1	-4	-0.4	-10	0.1	-2	-1	-1.0	-4	40
Cc1onc(-c2ccccc2Cl)c1C(=O)O/N=C(\N)c1ccc([N+](=O)[O-])o1	2	-0.2	10	1.4	-2	-4	-20	1	20
COCCn1c(=O)sc2ccccc2c1=O	0	1.0	7	2.9	3	5	-0.1	-5	6
Cc1nnc(C)n1/N=C/c1cc(Br)ccc1O	-4	0.3	-10	-0.7	-2	-4	-0.6	-5	5
CC(C)c1ccc(C2C3=C(COC3=O)Nc3cc4c(cc32)OCO4)cc1 (configuration not stated)	71*	0.4	-25	1.2	-1	77*	-5.2	-2	19
Cc1cc(C)c(S(=O)(=O)c2c(C)cccc2C)c(Cl)n1	4	-0.7	17	-0.9	1	5	-4.4	-7	8
CCCCOc1ccc(CC2CCC(=O)NC2=O)cc1 (configuration not stated)	-3	-0.9	34	-3.0	0	3	0.7	-9	-10
CC(NC1CCCCC1)C(=O)NN=C(c1ccccc1)c1ccccc1 (configuration not stated)	-1	0.5	23	-1.1	-3	6	2.5	-1	4
COc1ccc(C2NC(=O)CS2)cc1 (configuration not stated)	0	0.6	14	-0.2	0	6	-1.5	-8	10
CN1CCN(c2nc(Nc3cccc(C(F)(F)F)c3)nc(N3CCOCC3)n2)CC1	-2	1.1	25	0.2	1	8	3.7	-8	-9
Cc1ccc(S(=O)(=O)/C(C#N)=C/c2ccccc2OCc2ccccc2)cc1	4	-0.3	4	0.5	1	4	0.6	-6	13
C=CCOC(=O)C1=C(C)N(C)C(=O)NC1c1cc2c(cc1Br)OCO2 (configuration not stated)	-4	-0.8	-39	-0.2	-3	-1	2.3	-3	-10
Cc1ccc(N2C(=O)CN(Cc3cccs3)C2=S)cc1C	-5	-0.8	6	-1.8	2	1	0.7	-5	4
CC1CCc2c(sc3ncnc(N4CCOCC4)c23)C1 (configuration not stated)	-1	0.2	42	0.7	2	1	1.3	3	-6
CN(C)S(=O)(=O)c1cccc(NC(=O)COC(=O)CCC(=O)c2ccc(F)cc2)c1	0	1.8	19	1.5	0	6	2.2	-2	4
CCOC(=O)c1cccc(NC(=O)/C=C/c2cccc([N+](=O)[O-])c2)c1	-2	0.4	84*	1.7	-2	-1	-1.0	-8	6
CCCNC(=O)NC(C)C12CC3CC(CC(C3)C1)C2 (configuration not stated)	2	0.5	9	0.7	1	2	0.1	-8	-10
COc1ccc(C(=O)Nc2cccc(/C(C)=N/NC(=O)c3ccc([N+](=O)[O-])c(C)c3)c2)cc1OC	1	0.1	56	0.4	3	4	-15	-6	18
O=C(Cc1ccccc1)Nc1cc(C(=O)c2ccccc2)ccc1N1CCOCC1	3	0.4	37	0.6	2	8	-2.3	-6	5
CCOC(=O)N1CCC(NC(=O)C2CCC(Cn3c(=O)[nH]c4ccccc4c3=O)CC2)CC1 (configuration not stated)	-4	1.5	.	2.2	2	5	-1.4	-9	.
CC(C)(OC(=O)NC(=O)C(F)(F)F)C(C)(C)OC(=O)NC(=O)C(F)(F)F	1	0.8	-19	1.7	-1	9	-0.2	-1	5

One compound at a time (already shown). Order of screens: Ba/F3 V617F tox, TRPML3 ag, CHOP inh, zfTRPN1 agonist, Wee1 stabilizer, BaF3 tox, TNF death inh, RBBP9 inh, PPC-1+TRAIL kill
CC1CCc2c(sc3ncnc(N4CCOCC4)c23)C1 (configuration not stated) across the screens: -1, 0.2, 42, 0.7, 2, 1, 1.3, 3, -6
CN(C)S(=O)(=O)c1cccc(NC(=O)COC(=O)CCC(=O)c2ccc(F)cc2)c1 across the screens: 0, 1.8, 19, 1.5, 0, 6, 2.2, -2, 4
CCOC(=O)N1CCC(NC(=O)C2CCC(Cn3c(=O)[nH]c4ccccc4c3=O)CC2)CC1 (configuration not stated) across the screens: -4, 1.5, ., 2.2, 2, 5, -1.4, -9, .
CC(C)(OC(=O)NC(=O)C(F)(F)F)C(C)(C)OC(=O)NC(=O)C(F)(F)F across the screens: 1, 0.8, -19, 1.7, -1, 9, -0.2, -1, 5

(next part)
SMILES	Ba/F3 V617F tox	TRPML3 ag	CHOP inh	zfTRPN1 agonist	Wee1 stabilizer	BaF3 tox	TNF death inh	RBBP9 inh	PPC-1+TRAIL kill
O=C(CCC(=O)Nc1ccccc1)NNC(=O)CCc1ccccc1	-1	0.9	-7	1.6	-2	3	1.2	-8	2
Cc1ncc([N+](=O)[O-])n1Cc1cccc2ccccc12	2	0.6	37	-0.4	-1	5	-0.1	2	-2
O=C(O)c1ccc2c(c1)nnn2C1CCCCC1	1	0.1	5	1.9	-1	4	0.8	-5	42
Cn1cc([N+](=O)[O-])c(C(=O)N/N=C/c2ccc([N+](=O)[O-])cc2)n1	1	1.1	4	0.3	1	7	1.4	-13	-1
CCCCc1c(C)nc2ccccc2c1SCCC(=O)O	-1	1.3	29	0.7	-2	3	1.9	-6	8
O=C(O)C1CCN1C1CCCCC1 (configuration not stated)	-2	1.0	45	0.5	8.9*	3	1.4	4	9
O=C(c1cccc(S(=O)(=O)N2CCOCC2)c1)N1CCN(c2ccc(F)cc2)CC1	-4	1.3	0	1.6	-2	4	-1.2	-7	4
O=C(CN1CCOCC1)Nc1ccccc1C(=O)O	-5	-0.3	25	-0.7	-1	3	0.3	-2	6
CCCOc1ccc(N2C(=O)C3C(C(C)C)NC4(C(=O)c5ccccc5C4=O)C3C2=O)cc1 (configuration not stated)	0	1.4	-12	3.7	0	7	-0.3	6	0[5 µM]
CC(C)(C)C(=O)OC/C(N)=N/OC(=O)c1ccc(Cl)cc1	-2	0.9	7	1.1	0	-1	1.8	-10	-11
COC(=O)c1ccc(CSc2nnnn2C)o1	3	0.8	44	1.4	-2	3	4.4	-15	3
O=S(=O)(c1cc(Cl)ccc1Br)N1CCCCC1	-4	-0.2	55	-1.8	3	2	-1.5	6	3
COc1ccccc1-n1c([S-])c(C(=O)Nc2ccccc2C(F)(F)F)[n+]2ccc(C(=O)NCCO)cc12	3	1.0	2	2.2	2	7	-2.9	1	7
CCOC(=O)Cc1nnc(Nc2cc(C)ccc2C)c2ccccc12	4	-0.3	36	-1.7	-4	2	-4.2	-3	1
Nc1nc(-c2ccccc2)nc(-c2ccccc2O)n1	0	0.5	.	0.4	-1	7	-2.0	-8	.
COc1ccc(NS(=O)(=O)c2ccc(C(=O)N3CCN(Cc4ccccc4)CC3)cc2)cc1	-3	5.5	24	9.0	-2	1	1.8	-8	-5
Cn1cnc([N+](=O)[O-])c1Sc1ccc(C(C)(C)C)cc1	11	3.1	11	7.6	4	-6	-5.1	6	0
CN(C)c1nc(N)c([N+](=O)[O-])c(NCc2ccccc2)n1	1	0.8	33	-0.4	-3	3	-0.5	-6	10
Cc1ccc(Cl)c(NC(=S)N(CCCN2CCOCC2)Cc2ccco2)c1	11	0.3	23	-0.1	-1	36*	-2.9	-2	12
Cc1nn(C)c(C)c1CNC(=O)Nc1ccc(Cl)cc1	-3	0.8	5	-1.1	2	-2	1.5	2	15
Cc1[nH]n(-c2ccccc2)c(=O)c1C=Nc1cnc2ccccc2c1	-3	0.6	-16	0.4	-2	1	-4.1	-6	8
CCc1ccc(NC(=O)Nc2ccc3c(c2)N(C)C(=O)CS3)cc1	-4	2.2	75*	9.2	4	1	-2.1	-7	1
O=C(O)c1cc2sccc2s1	-1	-1.0	21	-0.1	-1	1	0.9	-4	-20
COC(=O)c1c(SCC(=O)Nc2ccc(C)c(C)c2)nc(=O)[nH]c1C	2	0.1	5	0.4	0	-3	0.3	-2	0
COc1ccc(NC(=O)C2CCCN2S(=O)(=O)c2ccc(C)cc2)cc1 (configuration not stated)	-4	0.4	14	-0.7	1	2	0.6	-5	-5
Cc1cccc(C(=O)NCCNC(=O)c2cccc(C)c2)c1	1	0.4	2	1.0	1	6	2.1	-7	6
COc1ccc(C2C(C(C)=O)=C(O)C(=O)N2c2cccnc2)cc1OC (configuration not stated)	0	1.0	9	0.8	-1	4	0.4	-1	21
c1ccc(Cc2nnc3sc(-c4ccc5c(c4)OCO5)nn23)cc1	3	0.2	.	0.2	3	6	0.2	2	.
CC(C)(C)C(=O)C(Cl)C(=O)Nc1ccccc1 (configuration not stated)	-6	2.0	80*	2.2	0	-6	-28	-9	5
CC1(C)CC(=O)c2cnn(-c3nc4ccccc4[nH]3)c2C1	1	-0.4	36	-1.0	2	0	0.5	-7	16
O=C(NCc1ccccc1)c1cc(=O)nc2sc(-c3ccccc3)nn12	3	0.3	-24	1.8	2	6	-1.3	-5	14
Cc1ccc(N(CC(=O)NCC2CCCO2)C(=O)CCC(=O)Nc2ccccn2)cc1C (configuration not stated)	-3	0.9	13	-1.1	1	1	-0.1	-7	21
O=C(c1cc(-n2cnnc2)ccc1Cl)N1CCN(c2nc(-c3ccccc3)cs2)CC1	-1	0.6	32	-0.3	-1	4	-4.1	-5	9
COc1ccc2c(CCNC(=O)CN3C(=O)c4ccccc4C3=O)c[nH]c2c1	6	0.5	-7	2.9	1	8	0.8	-9	17
CC1CCCCN1C(=O)c1ccc(NC(=O)c2ccccc2Cl)cc1 (configuration not stated)	-2	0.4	13	0.6	3	-2	3.1	1	15
Cc1cccc(OCc2nc(C#N)c(N3CCCC3)o2)c1	-4	-0.2	19	-2.0	3	4	2.6	2	7
CCCCCCC(=O)NN1CCN(C)CC1	3	0.7	6	12	-3	3	0.3	-7	6
